S3 lipid droplet – qHTS Assay for Lipid Storage Modulators in Drosophila S3 Cells | Drosophila S3 cells, BODIPY lipid droplet fluorescence, 18-24 h; cells fed with added oleic acid | actives 0.64% (n = 320,000) | lipid storage change, negative = inhibition, % at the top dose, mostly 46.1 µM; hits show Potency in µM; active means well fitted inhibition curve with a large enough effect in the signal ratio, with a control signal flat, not every such curve was filed as active; inconclusive means small, poorly fitted or top-dose-only effect, or effect the other way, or a change in a side signal; the % refers to the signal ratio
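Laser-scanning cytometry quantifies lipid droplet accumulation (500–530 nm total intensity; droplet/cell object ratio) in oleic acid-fed (400 uM added) Drosophila S3 cells treated with a concentration series. 20 uM Triacsin C defined 100% inhibition.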
S3 lipid droplet cell count max – also measured in S3 lipid droplet; calls as there; cell number change, %; measured here: cell count max response;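 cells counted by Cell Tracker Red CMTPX staining in the red channel; peak over a dose series mostly up to 46.1 µM; percent activity relative to internal control wells on each plate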
Starred values were filed as active, the others as inactive. On the % scale 0 is the no-effect control and ±100 the full control effect; potency means the concentration at half of the fitted maximal effect.

Results for CCCC(C(=O)NC1CCCC1)N(Cc1ccc(F)cc1)C(=O)c1snc(C(N)=O)c1N (stereo not given) ?
S3 lipid droplet: inconclusive

Results for C#Cc1ccc(CN2CCC(C(=O)Nc3ccc(Oc4ccccc4)nc3)CC2)cc1 ?
S3 lipid droplet: inconclusive

What do the screens show for `COc1ccc2nc(SCC(=O)Nc3c(C)cccc3C)[nH]c2c1`?
S3 lipid droplet: inconclusive

Results for COc1cccc(CNC(=O)c2cnc(-c3ccccn3)nc2C(F)(F)F)c1 ?
S3 lipid droplet: 4.9%; S3 lipid droplet cell count max: 2.3

How did NS(=O)(=O)c1ccc(NC(=O)C2CCCO2)cc1 (stereo not given) do in these assays?
S3 lipid droplet: inconclusive

How did O=C(CCCCn1c(=O)[nH]c2ccccc2c1=O)NC1CCN(Cc2ccccc2)CC1 do in these assays?
S3 lipid droplet: 10.2%; S3 lipid droplet cell count max: 2.6

Results for Nc1cc(-c2cccc(Br)c2)nn1Cc1ccccc1 ?
S3 lipid droplet: 20.0%; S3 lipid droplet cell count max: -2.1

What do the screens show for `O=C(Nc1ccc(N2CCN(C(=O)c3ccco3)CC2)cc1)c1ccco1`?
S3 lipid droplet: 0.8%; S3 lipid droplet cell count max: 25.3

Results for CC(=O)COC(=O)C1CCN(S(=O)(=O)c2cc([N+](=O)[O-])ccc2Cl)CC1 ?
S3 lipid droplet: inconclusive

How did CC1CCCCN1S(=O)(=O)c1ccc(N(C(=O)c2cnccn2)C(C(=O)NC2CCCCC2)c2cccs2)cc1 (stereo not given) do in these assays?
S3 lipid droplet: 3.3%; S3 lipid droplet cell count max: -1.1

How did Cc1cc(C)c(NC(=O)/C=C\C(=O)O)c([N+](=O)[O-])c1 do in these assays?
S3 lipid droplet: inconclusive

Results for C/C(=N\NC(=O)c1ccccc1Cl)c1ccccn1 ?
S3 lipid droplet: inconclusive

What do the screens show for `O=C(Cc1ccc(F)cc1)Nc1c(C(=O)N2CCN(c3ncccn3)CC2)oc2ccccc12`?
S3 lipid droplet: inactive; S3 lipid droplet cell count max: 26.3

What do the screens show for `Cc1ccc2nc(N3C(=O)C(O)=C(C(=O)c4ccco4)C3c3ccc(O)cc3)sc2c1` (stereo not given)?
S3 lipid droplet: inconclusive

Results for O=C(COc1ccc(CO)cc1Cl)Nc1ccc(F)cc1 ?
S3 lipid droplet: inconclusive

What do the screens show for `Cc1oc2c(cc(NS(=O)(=O)c3cccs3)c3ccccc32)c1C(=O)OC(C)C`?
S3 lipid droplet: inconclusive

How did Cc1ccc(Oc2ncnc(N)c2[N+](=O)[O-])cc1C do in these assays?
S3 lipid droplet: inconclusive

What do the screens show for `O=C(NC1CCCCC1)c1cc(-c2ccccc2Cl)on1`?
S3 lipid droplet: inactive; S3 lipid droplet cell count max: -15.3

What do the screens show for `O=C(c1ccco1)N1CCN=C1SCc1ccccc1Cl`?
S3 lipid droplet: -11.5%; S3 lipid droplet cell count max: 1.8

Results for Nc1cc(C(=O)OCC(=O)NCCNC(=O)COC(=O)c2ccc(Cl)c(N)c2)ccc1Cl ?
S3 lipid droplet: inconclusive

4 records drawn at random from those above, as already listed:
What do the screens show for `O=C(Cc1ccc(F)cc1)Nc1c(C(=O)N2CCN(c3ncccn3)CC2)oc2ccccc12`?
S3 lipid droplet: inactive; S3 lipid droplet cell count max: 26.3

Results for O=C(COc1ccc(CO)cc1Cl)Nc1ccc(F)cc1 ?
S3 lipid droplet: inconclusive

What do the screens show for `Cc1ccc2nc(N3C(=O)C(O)=C(C(=O)c4ccco4)C3c3ccc(O)cc3)sc2c1` (stereo not given)?
S3 lipid droplet: inconclusive

Results for Nc1cc(C(=O)OCC(=O)NCCNC(=O)COC(=O)c2ccc(Cl)c(N)c2)ccc1Cl ?
S3 lipid droplet: inconclusive

(list continues)
Results for Cc1csc(NC(=O)CSc2nc3ccccc3s2)n1 ?
S3 lipid droplet: inconclusive

What do the screens show for `CCCCOC(=O)c1ccc(NC(=O)c2ccccc2OC)cc1`?
S3 lipid droplet: inconclusive

How did COc1ccc(CCN2C(=O)N(c3ccc(OC)cc3)C(=O)C2CC(=O)Nc2ccccc2)cc1 (stereo not given) do in these assays?
S3 lipid droplet: 6.5%; S3 lipid droplet cell count max: 3.8

Results for Cc1ccc(C)c(C(=O)COC(=O)CCN2C(=O)C3C4CCC(C4)C3C2=O)c1 (stereo not given) ?
S3 lipid droplet: 27.0%; S3 lipid droplet cell count max: -1.1

Results for N#Cc1ccccc1S(=O)(=O)N1CCN(CC(=O)NCC2(N3CCOCC3)CCCCC2)CC1 ?
S3 lipid droplet: -43.7%; S3 lipid droplet cell count max: 10.9

How did CCNC(=O)CN(CCc1ccccc1)S(C)(=O)=O do in these assays?
S3 lipid droplet: -19.8%; S3 lipid droplet cell count max: -1.7

Results for CCC(=O)Nc1cccc(NC(=O)CSc2nnnn2Cc2ccccc2)c1 ?
S3 lipid droplet: -29.4%; S3 lipid droplet cell count max: -8.6

How did Cc1ccc(N2CCN(CC(O)COc3ccccc3)CC2)cc1 (stereo not given) do in these assays?
S3 lipid droplet: inactive; S3 lipid droplet cell count max: 12.1

Results for COC(=O)[C@@]12CCCCN1[C@H](c1ccc(-c3ccc(OC)cc3)cc1)[C@@H]1C(=O)N(C)C(=O)[C@@H]12 ?
S3 lipid droplet: inactive

Results for COc1ccc(CN(CC(=O)NC2CCCC2)C(=O)c2onc(C(N)=O)c2N)cc1 ?
S3 lipid droplet: 12.8%; S3 lipid droplet cell count max: 4.2

How did O=C(C1CCCC1)N1CCC(CO)(Cc2ccccc2Cl)CC1 do in these assays?
S3 lipid droplet: -1.3%; S3 lipid droplet cell count max: -14.7

How did Cc1nc([N+](=O)[O-])cn1CC(O)c1ccccc1 (stereo not given) do in these assays?
S3 lipid droplet: -4.5%; S3 lipid droplet cell count max: -2.8

How did Cc1ccc(Nc2nc(N)c([N+](=O)[O-])c(NCCO)n2)cc1C do in these assays?
S3 lipid droplet: 8.8%

How did N#CCCNS(=O)(=O)c1ccc(C(=O)OCCCOC(=O)c2ccc(S(=O)(=O)NCCC#N)cc2)cc1 do in these assays?
S3 lipid droplet: inconclusive

How did O=C(CCNC(=O)c1ccccc1)OCC(=O)c1cccc(Cl)c1 do in these assays?
S3 lipid droplet: -1.3%; S3 lipid droplet cell count max: 10.2

How did O=[N+]([O-])c1ccc(-n2nnnc2-c2ccccc2)c([N+](=O)[O-])c1 do in these assays?
S3 lipid droplet: inconclusive

Results for O=C(CCCCCn1c(=S)[nH]c2cc3c(cc2c1=O)OCO3)NCCc1ccccc1 ?
S3 lipid droplet: inactive; S3 lipid droplet cell count max: 24.1

How did COCCNC(=S)N/N=C/c1c(C)[nH]c2ccccc12 do in these assays?
S3 lipid droplet: inconclusive

What do the screens show for `O=C(CCCC(=O)NCC1CCCO1)NCC1CCCO1` (stereo not given)?
S3 lipid droplet: inconclusive

Results for COC(=O)c1cc(OC)c(OC)cc1NC(=O)CSc1nnc(-c2cccnc2)n1C ?
S3 lipid droplet: 11.5%; S3 lipid droplet cell count max: 0.9

How did C#CCNC(=O)C1=C[C@@H](C2CC2)[C@H](CCCO)[C@@H](OCC)O1 do in these assays?
S3 lipid droplet: 12.4%; S3 lipid droplet cell count max: 13.8

Results for CN1C2CCC1CC(OC(c1ccccc1)c1ccccc1)C2 (stereo not given) ?
S3 lipid droplet: 0.2%; S3 lipid droplet cell count max: 6.6

Results for Nc1ncnc(Nc2ccc(S(N)(=O)=O)cc2)n1 ?
S3 lipid droplet: -3.8%

How did Cc1ccc(C)c2[nH]c(=O)c(CCNS(=O)(=O)c3ccccc3)cc12 do in these assays?
S3 lipid droplet: inconclusive

Results for Cc1ccc(NC(=O)CCn2nnc3ccccc32)c(C)c1 ?
S3 lipid droplet: 9.6%; S3 lipid droplet cell count max: -11.4

What do the screens show for `COC(=O)c1cc2sc(Cl)cc2n1Cc1nc(-c2cccc(C)c2)oc1C`?
S3 lipid droplet: 5.3%; S3 lipid droplet cell count max: 8.4

Results for COc1cccc(CN2CCCCC2C(=O)O)c1 (stereo not given) ?
S3 lipid droplet: inconclusive

What do the screens show for `CCC(=O)N1CCCc2cc(S(=O)(=O)N3CCN(c4ncccn4)CC3)ccc21`?
S3 lipid droplet: inconclusive

What do the screens show for `Cc1c(C(=O)N(C)Cc2cccc(F)c2)oc2c(Cl)cccc12`?
S3 lipid droplet: inconclusive

What do the screens show for `O=C(NNC1=Nc2ccccc2SC1)c1ccc(Cl)cc1`?
S3 lipid droplet: inconclusive

How did CCc1cccc(NC(=O)Cc2ccc(OC)c(OC)c2)c1 do in these assays?
S3 lipid droplet: inconclusive

Results for O=C(COc1cccc(Oc2ccccc2)c1)Nc1ncccn1 ?
S3 lipid droplet: inconclusive

What do the screens show for `Cc1ccc(S(=O)(=O)CCC(=O)OCC(=O)N2CCN(c3ccccc3)CC2)cc1`?
S3 lipid droplet: inconclusive

Results for O=C(O)C1C(C(=O)O)C1(c1ccccc1)c1ccccc1 (stereo not given) ?
S3 lipid droplet: inconclusive

How did C#CCOCCOCCOCCNc1nc(OC)nc(N2CCN(C(=O)[C@H](CCC(=O)O)n3cc(C(N)CO)nn3)CC2)n1 (stereo not given in full) do in these assays?
S3 lipid droplet: inconclusive

What do the screens show for `CC(C)CCNCC(=O)NC(c1ccccc1)c1ccccc1`?
S3 lipid droplet: inconclusive

What do the screens show for `Cc1nc(NC(=O)CSC2=NCCS2)sc1C(=O)N(C)C`?
S3 lipid droplet: inconclusive

What do the screens show for `COc1ccc(-c2cc(C(=O)Nc3cccc(Cl)c3)no2)cc1`?
S3 lipid droplet: 2.8%; S3 lipid droplet cell count max: 0.4

How did O=C(NCCc1c[nH]c2ccccc12)c1cnc2sccn2c1=O do in these assays?
S3 lipid droplet: inconclusive

How did O=C(COc1ccc(S(=O)(=O)N2CCOCC2)cc1)Nc1ccc2c(c1)OCCO2 do in these assays?
S3 lipid droplet: inactive

How did Cc1c(CC(=O)N2CCN(C(=O)C3COc4ccccc4O3)CC2)c(=O)oc2cc(O)ccc12 (stereo not given) do in these assays?
S3 lipid droplet: inconclusive

What do the screens show for `COc1cc(/C=C(/C#N)c2ccc(F)cc2)ccc1OCc1ccc(C(=O)O)o1`?
S3 lipid droplet: inconclusive

Results for CC(CCc1ccccc1)NC(=O)c1cccc(F)c1 (stereo not given) ?
S3 lipid droplet: inconclusive

Results for CCn1cc(C(=O)Nc2ccc(C)c([N+](=O)[O-])c2)cn1 ?
S3 lipid droplet: 17.3%; S3 lipid droplet cell count max: 2.5

What do the screens show for `CCOC(=O)Cn1cc(C(=O)c2cccs2)c2ccccc21`?
S3 lipid droplet: inconclusive

What do the screens show for `Cc1ccc(S(=O)(=O)N(CC(=O)Nc2cccc(C)c2C)C(=O)N2CCN(C)CC2)cc1`?
S3 lipid droplet: inconclusive

Results for O=C(NCC1CCCO1)c1ccc2c(c1)N(Cc1ccccc1)CCS2 (stereo not given) ?
S3 lipid droplet: inactive; S3 lipid droplet cell count max: -6.4

What do the screens show for `O=P(Cc1ccccn1)(c1ccccc1)c1ccccc1`?
S3 lipid droplet: 1.8%; S3 lipid droplet cell count max: -4.7

How did Cc1cc(C(=O)NNc2ccc(Cl)cc2)no1 do in these assays?
S3 lipid droplet: 2.9%; S3 lipid droplet cell count max: 1.1

How did Cc1ccc(S(=O)(=O)N2CCCCC2)cc1C(=O)Nc1cccnc1 do in these assays?
S3 lipid droplet: 4.9%; S3 lipid droplet cell count max: 8.5

Reprinted from the part before: 4 entries, then new ones.
Results for O=C(NCC1CCCO1)c1ccc2c(c1)N(Cc1ccccc1)CCS2 (stereo not given) ?
S3 lipid droplet: inactive; S3 lipid droplet cell count max: -6.4

What do the screens show for `O=P(Cc1ccccn1)(c1ccccc1)c1ccccc1`?
S3 lipid droplet: 1.8%; S3 lipid droplet cell count max: -4.7

How did Cc1cc(C(=O)NNc2ccc(Cl)cc2)no1 do in these assays?
S3 lipid droplet: 2.9%; S3 lipid droplet cell count max: 1.1

How did Cc1ccc(S(=O)(=O)N2CCCCC2)cc1C(=O)Nc1cccnc1 do in these assays?
S3 lipid droplet: 4.9%; S3 lipid droplet cell count max: 8.5

What do the screens show for `CCOC(=O)N1CCN(C(=O)/C(=C/c2ccc(Br)cc2)NC(=O)c2ccc(OC)cc2)CC1`?
S3 lipid droplet: 14.2%; S3 lipid droplet cell count max: 9.5

Results for COc1cccc(NC(=O)C2C3C=CC(C3)C2C(=O)O)c1 (stereo not given) ?
S3 lipid droplet: inconclusive

Results for O=S(=O)(c1ccccc1)N1CCN(C/C=C/c2ccccc2)CC1 ?
S3 lipid droplet: inconclusive

Results for COc1ccc(OC)c(N=CC2=C(O)CC(C)(C)CC2=O)c1 ?
S3 lipid droplet: inactive; S3 lipid droplet cell count max: 25.1

What do the screens show for `Cc1cc(C)nc(N(C#N)Cc2ccc([N+](=O)[O-])cc2)n1`?
S3 lipid droplet: 9.5%; S3 lipid droplet cell count max: -8.5

Results for Cc1ccc(C2(COC(=O)C(C)C)CO2)c(OC(=O)C(C)C)c1 (stereo not given) ?
S3 lipid droplet: -0.2%; S3 lipid droplet cell count max: -2.2

Results for NNC(=O)c1ncoc1-c1ccc(Cl)cc1 ?
S3 lipid droplet: 6.7%; S3 lipid droplet cell count max: 2.4

How did O=C1CCCC/C1=N\Nc1ccc(OCc2ccccc2)cc1 do in these assays?
S3 lipid droplet: inconclusive

Results for COC(=O)c1sccc1NC(=O)CC1C(=O)NCCN1C(=O)c1ccccc1 (stereo not given) ?
S3 lipid droplet: 21.8%; S3 lipid droplet cell count max: -4.4

An excerpt. The share of hits here may be higher or lower than overall.
